Compound activity: PubChem BioAssay, several laboratories
MK inhibit = blocks S. pneumoniae mevalonate kinase; 0.48% of 65,000 active; inhibition, % at 10 µM; AID 555; purified MK, PK/LDH-coupled NADH absorbance 340 nm;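 active means ranked among the strongest by inhibition in the single 10 µM screen, a fixed top-ranked set picked for dose follow-up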; further: no value below 0 was filed
PMK inhibit = blocks S. pneumoniae phosphomevalonate kinase. purified PMK, PK/LDH-coupled NADH absorbance 340 nm. 0.49% of 65,000 active. inhibition, % at 10 µM;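 active means top-ranked compounds by inhibition in the single 10 µM screen, taking a fixed number of the strongest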;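 further: 0% = full reaction with DMSO carrier and 100% = background rate without enzyme reaction; no value below 0 was filed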
HPDE-C7 cytotoxicity = HPDE-C7 pancreatic duct cell viability loss – fluorescence, HTS (AID 430). HPDE-C7 pancreatic duct cells viability, fluorescence; higher % means a stronger effect. cytotoxicity, % at 10 µM, or EC50 in µM where a hit was titrated. 1.8% of 63,000 active;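 further: cells exposed to compound for 48 hours before viability readout; 0% = vehicle and 100% = reference cytotoxic drug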
Spn DPM-DC inh = S. pneumoniae DPM-DC inhibition | purified DPM-DC, PK/LDH coupled NADH fluorescence | calls only at 10 µM | 0.49% of 65,000 active | AID 556;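 active means the 320 compounds with the highest percent inhibition in the single-dose primary screen, excluding strongly autofluorescent ones, cut at about 32% in these data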;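 further: kinetic rate of NADH fluorescence loss reporting ADP formed by the decarboxylase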
Alkaline phosphatase = human TNAP enzyme inhibitors, biochemical, luminescent (AID 518) | purified TNAP enzyme, luminescent substrate readout; higher % means a stronger effect | inhibition, % at 20 µM; hits with a dose series show IC50 in µM | 0.09% of 64,000 active; in the data active means a potency from the dose series; inactive means the rest, 99 in 100 with inhibition below about 22%;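 further: plate controls were vehicle for no effect and reference inhibitor for full effect; many of its hits are not listed in these tables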
LYP phosphatase = inhibition of human PTPN22 tyrosine phosphatase – biochemical, DiFMUP fluorescence, recombinant catalytic domain, 10 µM, primary screen (AID 606) | recombinant LYP catalytic domain, DiFMUP fluorescence; higher % means a stronger effect | inhibition, % at 10 µM, or IC50 in µM where a hit was titrated | 52,000 tested, under 10 active;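 active means IC50 under 40 µM in the dose-response test; inactive means IC50 of 40 µM or more, or never dose-tested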
Bfl-1 inhibitors = displacement of Bid BH3 peptide from Bfl-1 – biochemical, fluorescence polarization, FITC-Bid, mouse, primary screen (AID 432) | FITC-Bid BH3 peptide fluorescence polarization displacement; higher % means a stronger effect | displacement, % at 20 µM, or IC50 in µM where a hit was titrated | 0.02% of 64,000 active; in the data active means a potency from the dose series; inactive means the rest, 99 in 100 with displacement below about 15%; further: strong numbers were not always called active
HPDE-C7K KRASV12 = viability loss of HPDE-C7K cells – cell-based, fluorescence, HTS, primary screen (AID 431); HPDE-C7K KRASV12 cells, Alamar Blue viability, 48 h; higher % means a stronger effect; cytotoxicity, % at 10 µM, or EC50 in µM where a hit was titrated; 1.7% of 63,000 active;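 active means compounds whose percent cytotoxicity in the single-dose primary screen, scaled between solvent and toxic-drug controls, exceeds 50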;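 further: 0% = DMSO solvent wells and 100% = doxorubicin-treated wells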
HT1080 viability = cytotoxicity in HT1080 fibrosarcoma cells, cell-based, fluorescence readout (AID 620); HT1080 viability, fluorescence; higher % means a stronger effect; cytotoxicity, % at 10 µM; hits with a dose series show EC50 in µM; 0.42% of 87,000 active;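 further: cells exposed to compound overnight then 4 h with Alamar Blue; 0% = vehicle DMSO and 100% = killing control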
PMK inhibit pilot replicates = further read-out of PMK inhibit, marked with its call; inhibition, %; measured here: pilot screen replicates
MK inhibit pilot replicates = also measured in MK inhibit; calls as there; inhibition, %; measured here: pilot screen replicates
Spn DPM-DC inh pilot screen % = recorded beside Spn DPM-DC inh, whose call it bears; inhibition, %; measured here: pilot screen trials
* marks the source's active call; other numbers are inactive results; i = inactive; / = not tested or not shown; & = joins results of further samples; [ ] = remark or other dose. Unless noted, no stated cut-off is given here; in the data, active means cytotoxicity above about 50%; inactive means the rest.

Preview:
SMILES | MK inhibit | PMK inhibit | HPDE-C7 cytotoxicity | Spn DPM-DC inh | Alkaline phosphatase | LYP phosphatase | Bfl-1 inhibitors | HPDE-C7K KRASV12 | HT1080 viability | others
Cc1cc(NC2C3CC4CC(C3)CC2C4)n2ncnc2n1 (stereo not given) | 0 | 10 | -25% | i | 7% | / | 0% | -10% | -6%
COc1ccc(C(=O)CSc2nnc(-c3ccco3)n2C)cc1 | 5 | 4 | -11% | i | 9% | 1% | -2% | 6% | -1%

All compounds of this part, from the first entry:
SMILES | MK inhibit | PMK inhibit | HPDE-C7 cytotoxicity | Spn DPM-DC inh | Alkaline phosphatase | LYP phosphatase | Bfl-1 inhibitors | HPDE-C7K KRASV12 | HT1080 viability | others
Cc1cc(NC2C3CC4CC(C3)CC2C4)n2ncnc2n1 (stereo not given) | 0 | 10 | -25% | i | 7% | / | 0% | -10% | -6%
COc1ccc(C(=O)CSc2nnc(-c3ccco3)n2C)cc1 | 5 | 4 | -11% | i | 9% | 1% | -2% | 6% | -1%
CCCCOCC(O)CN1CCN(C(C)=O)CC1 (stereo not given) | 10 | 4 | -21% | i | 7% | / | -5% | -10% | -1%
CCC(C)N(CCNC(=O)CC1Oc2ccc(C)cc2NC1=O)C1CCCCC1 (stereo not given) | 7 | 0 | -5% | i | 4% | -3% | 2% | -7% | 6%
CCOC(=O)c1cnc2c(C(=O)OC)cccc2c1NCCN1CCOCC1 | 14 | 12 | -10% | i | 8% | -8% | 0% | -7% | -3%
CCOC(=O)c1[nH]c(C)c(C(=O)NCc2ccc(C)cc2)c1C | 3 | 0 | -18% | i | 6% | 0% | -6% | -3% | -9%
COc1ccc(CNC(=O)c2c(C)cc(=O)oc2C)cc1OC | 12 | 0 | 6% | i | 12% | 4% | 1% | 5% | 2%
O=C(CSc1nnc2scc(-c3ccc(F)cc3)n12)NCc1ccco1 | 10 | 9 | -2% | i | 18% | 5% | 2% | -7% | 18%
CCOC(=O)C1CCN(C(=O)Nc2ccc(Cl)cc2Cl)CC1 | 5 | 5 | 2% | i | 12% | 2% | 6% | 13% | 7% | PMK inhibit pilot replicates=0.0;MK inhibit pilot replicates=0.0;Spn DPM-DC inh pilot screen %=0.0
COc1ccc(-n2nnc3c(=O)n(Cc4cccc(C)c4)cnc32)cc1 | 10 | 11 | -10% | i | 5% | -5% | -8% | -16% | 1%
CCn1c(C)nc2cc(C(=O)n3cc(C(=O)c4cc(F)ccc4O)cn3)ccc21 | 3 | 19 | 7% | i | 2% | -5% | -10% | 23% | 5%
O=S(=O)(NC1=NCCCCC1)c1cccs1 | 5 | 2 | -5% | i | 5% | / | -5% | -6% | 3%
C=C1C(C(=O)N2CCOCC2)C1C(=O)N1CCOCC1 (stereo not given) | 9 | 17 | -8% | i | 8% | -5% | 2% | -3% | 8%
CC1C(C#N)=C(N)OC2=C1C(=O)CC(C)(C)C2 (stereo not given) | 10 | 0 | -6% | i | 12% | / | -3% | -10% | 0%
CCOC(=O)N1CCN(C(=O)c2oc3ccc(S(=O)(=O)N4CCCCCC4)cc3c2C)CC1 | 9 | 4 | -2% | i | 8% | / | -2% | -2% | /
CC(C)C(c1nnnn1Cc1ccccc1)N1CCN(Cc2ccc3c(c2)OCO3)CC1 (stereo not given) | 10 | 14 | -11% | i | 6% | 12% | 7% | 13% | -10%
CCc1c(C)nc(N)n2c(SCC(=O)N3CCCc4ccccc43)nnc12 | 0 | 7 | -3% | i | 16% | 6% | -3% | 6% | -1% | PMK inhibit pilot replicates=6.5;MK inhibit pilot replicates=0.5;Spn DPM-DC inh pilot screen %=1.0
CCCc1[nH]nc2c1C(C1CCCCC1)C(C#N)=C(N)O2 (stereo not given) | 4 | 0 | -14% | i | 16% | -2% | 0% | 6% | -7%
Cc1ccc2c(c1)c1ncnc(N3CCN(c4ccccc4)CC3)c1n2C | 6 | 0 | -2% | i | 7% | / | -2% | 9% | -6%
CCOC(=O)c1c(CN2CCOCC2)n(C)c2cc(Br)c(O)c(CN(C)C)c12 | 13&8 | 10&0 | / | i | / | -2% | / | / | 4%&-5%
CCCC(C(=O)NCC1CCCO1)N(Cc1ccco1)C(=O)CNS(=O)(=O)c1ccc(F)cc1 (stereo not given) | 0 | 7 | -18% | i | 5% | / | -5% | -18% | -5%
O=C(Nc1ccon1)c1cnc2sccn2c1=O | 5 | 0 | -3% | i | 5% | 16% | 3% | 3% | -6%
Cc1noc(C)c1S(=O)(=O)N1CCC(Cc2ccccc2)CC1 | 0 | 0 | -19% | i | 4% | 5% | 3% | 7% | -11%
COc1ccc2c(C)c(C(=O)NCC(C)O)oc2c1OC (stereo not given) | 4 | 15 | -13% | / | -4% | 0% | -6% | -9% | /
OC(COCC1COc2ccccc2O1)CN1CCc2ccccc2C1 (stereo not given) | 6 | 8 | 8% | i | 2% | / | -6% | -4% | 1%

(more compounds)
SMILES | MK inhibit | PMK inhibit | HPDE-C7 cytotoxicity | Spn DPM-DC inh | Alkaline phosphatase | LYP phosphatase | Bfl-1 inhibitors | HPDE-C7K KRASV12 | HT1080 viability | others
COC(=O)c1cccc(NC(=O)CN2CCOCC2)c1 | 6 | 6 | -3% | i | 12% | 16% | -6% | -9% | -1%
O=C(NC(=O)c1ccc(Cl)c(Cl)c1)OC1CCS(=O)(=O)C1 (stereo not given) | 4 | 15 | 1% | i | 11% | / | 6% | -1% | 0%
Cc1ccc(-c2nnc(COc3cccc(-n4cnnn4)c3)o2)cc1 | 12 | 8 | -1% | i | 13% | 10% | -5% | 12% | -10%
CCCC(c1nnnn1CS(=O)(=O)c1ccc(C)cc1)N1CCN(c2ccccc2)CC1 (stereo not given) | 7 | 7 | 11% | i | 9% | 9% | -3% | 5% | 6%
CCOC(=O)c1cc(CC)sc1NC(=O)C1CC1 | 0 | 8 | 7% | i | 19% | 5% | -2% | 3% | -11%
C=CCc1cccc2cc(C(=O)N(CC)CC)c(=O)oc12 | 0 | 3 | 3% | i | 15% | 16% | -1% | 2% | 0%
COc1ccc(CN2CCCCCC2)c(C)c1C | 0 | 0 | 5% | i | 5% | / | 2% | 5% | -9%
c1ccc(CSc2nnc(-c3ccco3)c(-c3ccco3)n2)cc1 | 13 | 5 | 13% | i | 13% | 8% | 24% | 14% | -13%
COCCOC(=O)c1[nH]c2c(c1C)C(=O)CC(c1ccc(F)cc1)C2 (stereo not given) | 6 | 1 | 5% | i | 11% | -1% | -5% | 5% | -9%
CNC(=O)Nc1ccccc1NC(=O)NC | 21 | 3 | 0% | i | 8% | 7% | 0% | 2% | 12%
COc1ccccc1NC(=O)C1=C(C)Nc2nc(-c3cccs3)nn2C1c1cccnc1 (stereo not given) | 4 | 13 | -14% | i | 8% | 10% | -2% | 4% | 1%
CC(=O)c1cc(OC(=O)N2CCOCC2)ccc1OC(=O)N1CCOCC1 | 0 | 3 | -1% | i | 2% | / | 0% | -1% | 9%
COc1ccc(C(=O)c2c[nH]c3ccccc23)cc1 | 7 | 1 | 36% | i | 11% | / | -4% | 16% | /
CCOC(=O)C1CCN(C(=O)c2cc(S(=O)(=O)N3CCOCC3)c(Cl)cc2Cl)CC1 | 0 | 11 | 3% | i | 9% | 18% | 1% | -6% | 10%
N#Cc1nc(COc2cccc(Cl)c2)oc1NCc1ccncc1 | 7 | 0 | -8% | i | 9% | 9% | -3% | 6% | 0%
Cc1occc1-c1nnc(SCC(=O)c2ccc(Cl)cc2)n1C | 0 | 20 | 3% | i | 14% | 5% | -1% | -3% | -3%
O=C(CCC1CCCCC1)Nc1c[nH]c(=O)[nH]c1=O | 1 | 16 | / | i | / | / | / | / | 6%
N#CC1=C(N)Oc2cc3c(cc2C1c1ccc(Cl)cc1)OCO3 (stereo not given) | 2 | 6 | 20% | i | 8% | -6% | -10% | 20% | 6%
O=C(CCn1c(=O)oc2ccccc21)N1CCN(c2ccccc2F)CC1 | 6 | 10 | 1% | i | 13% | 9% | -7% | -1% | -5%
Cc1cc(NC(=O)CSc2nc3c(c(=O)n2-c2ccc(Cl)cc2)SCC3)no1 | 10 | 0 | / | i | / | / | / | / | 4%
Cc1cc(N2CCN(C(=O)c3ccco3)CC2)n2nc(C)nc2n1 | 3 | 13 | 3% | i | 1% | 8% | 6% | 6% | -3%
O=C(Cn1nnc(-c2cccs2)n1)OC1CCCCC1 | 3 | 0 | -3% | i | 13% | 5% | -5% | 2% | 1% | PMK inhibit pilot replicates=0.5;MK inhibit pilot replicates=0.0;Spn DPM-DC inh pilot screen %=0.0
Cc1ccc(-c2noc(CCC(=O)Nc3ccc4c(c3)OCO4)n2)cc1 | 7 | 9 | 6% | i | 12% | 12% | 7% | 8% | 31%
CCOc1cc(-c2ccc(N)c(OCC)c2)ccc1N | 9 | 10 | -7% | i | 3% | -6% | 72% | 11% | 0%
CCC(=O)Nc1cccc(NC(=O)c2cccnc2)c1 | 0 | 11 | -14% | i | 7% | 10% | -6% | 2% | -1%

Next part
SMILES | MK inhibit | PMK inhibit | HPDE-C7 cytotoxicity | Spn DPM-DC inh | Alkaline phosphatase | LYP phosphatase | Bfl-1 inhibitors | HPDE-C7K KRASV12 | HT1080 viability | others
CCCCc1nc(NCC2CCCO2)c(C#N)c2c1COC(C)(C)C2 (stereo not given) | 4 | 5 | -6% | / | 9% | 5% | 0% | -14% | -9%
CCOc1ccc(-c2noc(-c3ccncc3)n2)cc1OCC | 8 | 6 | -15% | i | 7% | -2% | -5% | -14% | -1% | PMK inhibit pilot replicates=0.0;MK inhibit pilot replicates=0.0;Spn DPM-DC inh pilot screen %=2.0
COc1cc(C(c2nnnn2C(C)(C)C)N2CCN(C)CC2)cc(OC)c1OC (stereo not given) | 0 | 23 | -11% | i | 16% | / | -14% | -4% | -13%
Cn1c(=O)n(CCN2CCOCC2)c(=O)c2c1nc1n2CCN1c1ccccc1 | 2 | 14 | -10% | i | 4% | / | -10% | -5% | 2% | PMK inhibit pilot replicates=2.5;MK inhibit pilot replicates=4.5;Spn DPM-DC inh pilot screen %=0.0
O=C(NC1CCCC1)c1ccc(S(=O)(=O)N2CCCC2)cc1 | 6 | 11 | -11% | i[fluoresces] | 5% | -4% | -2% | 0% | 6% | PMK inhibit pilot replicates=0.0;MK inhibit pilot replicates=0.0;Spn DPM-DC inh pilot screen %=100
O=C(CSC1CCCCC1)N1CCN(c2ccccc2)CC1 | 9 | 2 | 1% | i | 3% | 17% | 2% | 2% | -4%
Cc1cc(NS(=O)(=O)c2ccc(NC(=O)Nc3ccccc3)cc2)no1 | 6 | 9 | -16% | i | 2% | 17% | -1% | -21% | 1%
COc1cc2c(cc1OC)-c1cc(N3CCCCCC3)nc(=O)n1CC2 | 2 | 15 | 6% | i | 4% | 10% | 4% | 9% | -2%
CCSc1nc2sc3c(c2c2nnc(SCC(=O)NCc4ccco4)n12)CCCC3 | 0 | 0 | 13% | i | 7% | -6% | 6% | 8% | -13%
O=C(O)c1ccc(CSc2n[nH]c(-c3ccco3)n2)cc1 | 9 | 0 | -12% | i | 6% | 6% | 3% | -3% | 8%
Clc1ccc(CSc2nnc(-c3ccncc3)o2)c(Cl)c1 | 0 | 12 | -17% | i | 4% | 3% | -6% | -14% | 6%
Cc1nn(-c2ccccc2)c2sc(C(=O)OCc3nnc(-c4ccccc4)o3)cc12 | 2 | 0 | -22% | i | 12% | 17% | -15% | -7% | -1%
